OXTR potentiate: potentiates the human oxytocin receptor response | P30559 | CHO-OTR cells, Fluo-8 calcium fluorescence, potentiator mode; 0% = oxytocin EC15, 100% = EC100 | activation, % at 3 µM | 320,000 tested, 0.061% active;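 active = activation above that plate's cutoff, the mean activation of tested compounds plus 3 SD, cut at about 6.6% in these data, passing the limit was not always enough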;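 also: 100% uses oxytocin at 75 nM as the full agonist control; some results filed as inactive read as strong as hits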
Target sequence (P30559 whole entry, looked up): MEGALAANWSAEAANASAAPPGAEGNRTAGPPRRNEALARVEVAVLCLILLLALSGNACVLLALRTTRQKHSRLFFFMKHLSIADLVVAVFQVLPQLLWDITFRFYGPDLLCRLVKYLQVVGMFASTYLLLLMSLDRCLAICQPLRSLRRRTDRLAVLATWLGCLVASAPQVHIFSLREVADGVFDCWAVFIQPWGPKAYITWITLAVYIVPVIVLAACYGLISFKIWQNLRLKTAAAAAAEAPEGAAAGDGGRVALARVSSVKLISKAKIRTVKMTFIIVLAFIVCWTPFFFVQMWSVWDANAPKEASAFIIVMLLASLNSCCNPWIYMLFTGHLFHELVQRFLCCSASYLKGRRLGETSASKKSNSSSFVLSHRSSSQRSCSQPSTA
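Assay system: CHO cell line stably expressing human OTR | Also added: Oxytocin at about EC15, sub-maximal agonist stimulus | Times: Compound 6 min at room temperature before oxytocin, 100 s read | Measured by: Fluo-8 intracellular calcium fluorescence, ex 470-495, em 515-575 nm | Controls: EC15 oxytocin alone as 0%, 75 nM oxytocin as 100%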
CHRM1 PAM: positive allosteric modulators of human M1 muscarinic receptor | P11229 | 360,000 tested, 0.088% active | CHO-K1 hM1, Fluo-8 calcium fluorescence, ACh EC20; 0% = ACh EC20, 100% = maximal ACh | activation, % at 3 µM | AID 588819; in the data active = activation above about 19%, passing the limit was not always enough
M4 antag: blocks acetylcholine activation of human M4 receptor. P08173. CHO-hM4 cells, ACh EC80, Fluo-8 calcium fluorescence. inhibition, % at 3 µM. 360,000 tested, 0.73% active. AID 624125;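 active = inhibition above its plate's cutoff, the mean inhibition of sample wells plus 3 SD, cut at about 27% in these data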;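 also: 0% = acetylcholine EC80 with DMSO and 100% = DMSO without agonist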
Target sequence (P08173 whole entry, looked up): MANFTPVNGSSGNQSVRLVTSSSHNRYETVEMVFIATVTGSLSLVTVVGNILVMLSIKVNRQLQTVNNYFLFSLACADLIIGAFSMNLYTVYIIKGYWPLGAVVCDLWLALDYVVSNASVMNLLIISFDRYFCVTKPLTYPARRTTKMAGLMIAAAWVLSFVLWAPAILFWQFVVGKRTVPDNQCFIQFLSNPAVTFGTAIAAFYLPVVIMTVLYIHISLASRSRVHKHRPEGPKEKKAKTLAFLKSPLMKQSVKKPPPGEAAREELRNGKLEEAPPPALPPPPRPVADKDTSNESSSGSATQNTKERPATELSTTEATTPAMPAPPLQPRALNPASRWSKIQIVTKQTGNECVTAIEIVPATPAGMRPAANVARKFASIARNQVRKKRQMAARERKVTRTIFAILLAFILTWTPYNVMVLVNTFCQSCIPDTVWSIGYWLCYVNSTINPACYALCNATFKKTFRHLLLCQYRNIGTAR
CHRM4 agonist: agonists of human muscarinic M4 receptor (CHRM4). 360,000 tested, 0.14% active. CHO-K1 hM4/Gqi5, Fluo-8 calcium fluorescence; vehicle 0%, full acetylcholine response 100%. AID 624127. activation, % at 3 µM;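 active = activation above the run mean over all test wells plus 3 SD, cut at about 32% in these data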;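 also: peak over basal fluorescence ratio per well then scaled between controls; 0% = DMSO wells and 100% = acetylcholine at EC100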
CHO parental Ca: signal in parental CHO cells, OX1R antagonist counter-screen. parental CHO-K1, ATP-induced calcium, Fluo-8 fluorescence. inhibition, % at 5.6 µM. 330,000 tested, 0.63% active. AID 463079;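 active = inhibition above that plate's mean sample inhibition plus 3 SD, cut at about 26% in these data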;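 also: 0% = ATP-challenged DMSO wells and 100% = DMSO wells without ATP; some compounds past the cut are filed as inactive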
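Test system: untransfected parental CHO cell line. Compound: one dose, 5.6 µM nominal. Detection: intracellular calcium via Fluo-8 no-wash fluorescent dye. Measure: % inhibition. Benchmarks: ATP-challenged DMSO wells low, unchallenged DMSO wells high.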
M1 ag parental: nonselective activator or artifact in parental CHO-K1 cells; Fluo-8 calcium fluorescence; scaled to maximal ATP response, vehicle zero; activation, % at 3 µM; 360,000 tested, 0.48% active; AID 602248; in the data active = activation above about 15%;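 also: untransfected CHO-K1 host cells lacking M1 receptor as counterscreen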
M1 antag: human CHRM1 antagonism; P11229; CHO-K1 hM1, Fluo-8 calcium fluorescence, ACh EC80 antagonist; inhibition, % at 3 µM; 360,000 tested, 1.3% active; AID 588852;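 active = percent inhibition above its own plate's cutoff, namely the mean of that plate's compound wells plus 3 SD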;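 also: peak over basal fluorescence ratio during 140 s after agonist addition; 0% = ACh EC80 plus DMSO and 100% = DMSO alone without agonist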
M1 ag: activates human CHRM1 receptor; P11229; activation, % at 3 µM; CHO-K1 hM1, Fluo-8 calcium fluorescence, agonist mode; 0% DMSO, 100% acetylcholine EC100; AID 588814; 360,000 tested, 0.33% active;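 active = activation above the run's mean compound activation plus 3 SD, cut at about 16% in these data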;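 also: peak over basal fluorescence ratio within a 140 s kinetic read after compound addition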
CHO-K1 Ca antag: counter-screen for M1 antagonists: effect in parental CHO-K1 cells | ATP-induced calcium, Fluo-8 fluorescence | inhibition, % at 3 µM | 360,000 tested, 0.6% active;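 active = inhibition above a per-plate cutoff, the plate's mean sample inhibition plus 3 SD, cut at about 24% in these data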;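 also: 0% = DMSO plus EC80 ATP and 100% = DMSO alone without ATP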
Numbers without * were called inactive; . = not tested or not shown.

SMILES	OXTR potentiate	CHRM1 PAM	M4 antag	CHRM4 agonist	CHO parental Ca	M1 ag parental	M1 antag	M1 ag	CHO-K1 Ca antag
CCOc1ccc(S(=O)(=O)N(C)c2ccc(OCC(=O)Nc3ccccc3F)cc2)cc1	.	1	-2	10	.	2.4	-9	-1	-7
CCn1nc(C)cc1C(=O)Sc1cccc(Br)c1	-2	-1	-1	-1	6	1.1	1	-4	-17
CCOC(=O)c1sc(=S)n(C)c1NC(=O)c1ccccc1C	4	4	-15	1	-8	0.4	0	-7	2
N#CC1=C2SCN(Cc3ccco3)CN2C(=O)CC1c1c(F)cccc1Cl (stereo not given)	-3	-9	-5	1	0	-0.1	16	-2	21
NC(=O)c1ccc(NC(=O)CCC(=O)N2CCN(S(=O)(=O)c3ccc(Cl)cc3)CC2)cc1	2	8	-2	0	-16	1.6	-16	-4	-14
COc1c(S(=O)(=O)NCCCn2ccnc2)ccc(Cl)c1Cl	-5	0	4	1	-9	1.1	-9	-6	4
Cc1ccc(C)c(OCCC(=O)OCC(=O)N(C)c2c(N)n(Cc3ccccc3)c(=O)[nH]c2=O)c1	3	12	-7	0	-9	0.3	-7	1	3
CC(=O)Nc1cc(N=Cc2ccc(O)cc2O)c(Cl)cc1Cl	-8	7	8	0	5	0.9	-2	-12	-1
COc1ccc(NC(=S)N2CCN(C)CC2)cc1	2	3	-3	1	-9	-0.1	8	-5	0
O=C1[C@@H]2[C@H](C(=O)N1Cc1cccnc1)[C@H]1C=C[C@@H]2C1	2	5	8	0	-2	2.5	-12	-4	-2
O=c1cc(SCc2ccccc2)nc[nH]1	.	5	0	1	.	0.9	-12	-1	-17
COc1cc(/C=N\NC(=O)CNC(=O)C2COc3ccccc3O2)ccc1O (stereo not given)	-8	10	-6	4	-6	1.2	2	-4	10
Nn1c(SCc2ccc([N+](=O)[O-])cc2)nc2ccccc2c1=O	-11	8	1	0	-8	0.3	-7	-4	-5
O=C1Nc2cc(C(=O)N3CCN(c4ccccn4)CC3)ccc2S/C1=C\c1ccccc1	-3	-4	1	11	-34	4.2	5	-2	-16
O=C1c2ccccc2S(=O)(=O)c2cc(N3CCN(c4ccccn4)CC3)ccc21	0	1	-7	5	-14	0.6	5	-5	-11
Nc1cc(N)cc(Cc2ccccc2)c1	.	2	-6	1	.	0.1	-3	-3	-2
Nc1ccccc1C(=O)N=Nc1[nH]c(N)c2ccccc12	-6	9	0	1	-6	0.1	-12	-6	5
Cc1cccc(NC(=O)CN2C(=O)S/C(=C\c3ccc(O)c([N+](=O)[O-])c3)C2=O)c1	-7	-8	2	-1	-11	1.1	9	-1	2
CCOC(=O)c1c(-c2ccccc2)csc1NC(=O)c1cccc(N2C(=O)CCC2=O)c1	-7	6	2	2	-24	1.6	0	-3	-7
O=C(N/N=C/c1ccnc2ccccc12)c1ccccc1O	.	3	1	6	.	3.9	-3	1	-9
COc1ccccc1-c1c(NC(=O)C(C)C)n(C)c2ccccc2c1=O	0	4	-14	1	-2	0.2	-14	-3	-9
Cc1ccc(C2=NN(CC(=O)NCc3ccccn3)C(=O)CC2)cc1	-1	8	-6	1	-7	1.0	-1	-6	-8
C[n+]1cccc(C(=O)[O-])c1	-4	-5	3	1	-3	0.3	-19	0	-11
CC1=C(C(=O)OCc2ccc3c(c2)OCO3)C(c2ccc(F)cc2)NC(=O)N1 (stereo not given)	-5	1	-10	0	-15	2.0	-3	-3	-6
COc1ccc(C(=O)N2CCCC(c3nc(-c4ccc(OC)c(OC)c4)no3)C2)c(OC)c1 (stereo not given)	-8	5	-1	3	-18	2.8	-5	-3	-13
O=C1C=C(c2ccc(CO)cc2)C[C@@H](c2ccc3c(c2)OCO3)C1	-7	-3	12	8	-15	2.2	5	-3	-11
COc1ccc(/C=N/Nc2nc(-c3cccnc3)nc3ccccc23)cc1OC	-13	-16	-4	16	-16	4.8	26	0	2
COc1ccc(-c2csc(C(NC(C)=O)c3cccc(OC)c3)n2)cc1 (stereo not given)	.	5	-1	2	.	1.1	-1	-2	0
COC(=O)c1ccc(NC(=S)Nc2ccccn2)cc1	-2	11	1	1	-9	-0.4	-21	-2	-6
COc1cccc(C(=O)COc2ccccc2-c2ccccc2)c1	-17	-2	-2	-2	17	1.0	4	-4	-10
COc1cc(N/N=C/c2ccc(N(C)C)cc2)ncn1	-15	4	5	0	-8	0.2	5	-10	-13
O=C(NC(=S)NCCc1ccccc1)c1ccccc1	-1	6	-7	-3	-13	0.6	-8	-7	-6
COC(=O)NNC(=O)COc1ccc(Br)c(C)c1	-5	9	-1	3	-12	6.3	-8	2	-10
CC1(C)CC(=O)C(C(C2=C(O)CC(C)(C)CC2=O)c2ccc(O)c([N+](=O)[O-])c2)=C(O)C1	5	5	-2	0	-6	-0.4	-4	-6	-1
COc1ccccc1N1CCN(c2ccc([N+](=O)[O-])nc2)CC1	-2	8	-6	1	-18	0.0	-4	-3	-5
CCSc1ccc2c(c1)N(CCCN1CCN(C)CC1)c1ccccc1S2	-5	-19	13	13	11	2.8	22	-6	7
C=C(C)CNC(=S)Nc1sc2c(c1C(=O)OCC)CC(C)(C)OC2	-5	-12	4	-2	-13	0.1	15	-7	-6
N#Cc1cnn(-c2ncnc3sc(-c4ccccc4)cc23)c1N	0	15	-1	1	-13	-0.1	-9	7	-11
C=CCn1c2ccccc2c2nnc(SCC(=O)Nc3cc(C)on3)nc21	0	4	1	0	-3	0.2	-23	-5	-6
CS(=O)(=O)c1ccccc1-c1nnc(NC(=O)c2ccco2)o1	-7	4	39*	0	-2	2.2	3	-1	-1

Fetched one by one from the list above (2):
SMILES	OXTR potentiate	CHRM1 PAM	M4 antag	CHRM4 agonist	CHO parental Ca	M1 ag parental	M1 antag	M1 ag	CHO-K1 Ca antag
C[n+]1cccc(C(=O)[O-])c1	-4	-5	3	1	-3	0.3	-19	0	-11
COC(=O)c1ccc(NC(=S)Nc2ccccn2)cc1	-2	11	1	1	-9	-0.4	-21	-2	-6

Continued.
SMILES	OXTR potentiate	CHRM1 PAM	M4 antag	CHRM4 agonist	CHO parental Ca	M1 ag parental	M1 antag	M1 ag	CHO-K1 Ca antag
CCN(CC)c1ccc(C=Nc2ccccc2C)c(O)c1	-2	6	3	0	-6	0.3	-2	-8	-5
CC(C)c1nnc(NC(=O)CCC(=O)NC2CCCCCC2)s1	-8	3	3	1	-9	0.5	-3	-2	-8
COc1ccccc1CCc1nnc(CCC(=O)NCCCOc2cccnc2)o1	-1	-2	-1	1	1	1.2	6	-6	0
CC(C)NC(=O)CCS(=O)(=O)c1ccc(Br)s1	-5	2	-5	0	9	0.2	-9	-3	-30
O=[N+]([O-])c1ccc(Sc2ccccc2Cl)nc1	-10	11	2	-3	-11	-0.1	-11	-5	-5
O=C1OC(/C=C/c2ccccc2)=NC/1=C/C=C/c1ccccc1	-4	8	7	1	-6	0.0	-5	-4	-2
CN(C(=O)COC(=O)CNC(=O)c1ccccc1Cl)c1ccccc1	-14	9	-8	1	0	1.2	-3	-4	-9
Fc1ccc(OCc2nc(-c3cccs3)no2)cc1	-6	8	-10	0	-6	0.1	-11	-4	-12
Cc1ccc(-n2nnnc2SC(C)C(=O)Nc2ccc(Cl)cn2)cc1 (stereo not given)	-5	-4	-2	2	-21	0.3	4	-4	-11
CC(C)NC(=O)C(=O)NNC(=O)C12CC3CC(CC(C3)C1)C2	-18	-2	-3	1	2	0.0	-31	-2	-3
Cc1cccc(N=NC(=S)NNc2cccc(C)c2)c1	.	-3	3	-1	.	1.4	0	-9	-5
Cc1ccn2c(C(=O)N/N=C/c3ccc(Cl)cc3)c(C)nc2c1	.	1	2	9	.	3.2	3	-4	-10
COc1ccccc1C(CNC(=O)c1cccc(S(=O)(=O)N2c3ccccc3CC2C)c1)N(C)C (stereo not given)	.	-26	20	3	.	1.0	99*	-8	-25
C/C(=N\NC(=O)c1ccc(CN2CCc3ccccc3C2)cc1)c1ccccc1O	-3	-11	-12	14	-18	4.6	-5	-10	2
COC(=O)[C@]1(C)N[C@H](c2ccc(-c3ccc(Cl)c(Cl)c3)c(OC)c2)[C@@H]2C(=O)N(C)C(=O)[C@@H]21	-4	-9	-8	8	-18	0.8	15	-3	-3
N#C/C(=C\c1ccc(-c2ccccc2[N+](=O)[O-])o1)C(=O)N1CCOCC1	-7	3	-3	7	-16	2.8	-2	-1	-10
CCOC(=O)N1CCN(C(=S)NC(=O)c2cccc(OC)c2)CC1	-2	17	1	-1	-22	-1.1	-13	4	5
Cc1ccc(-n2nc(C)c(/C=N/NC(=O)c3cccs3)c2Cl)cc1	-11	2	-9	-1	-17	-0.3	-5	17*	-5
COc1cc(OC)c(OC)cc1/C=C1\CC(C)C/C(=C\c2cc(OC)c(OC)cc2OC)C1=O (stereo not given)	-19	4	9	9	-7	6.5	7	7	1
COc1cc(C2C3=C(CC(C)(C)CC3=O)Nc3c2c(=O)[nH]c(=O)n3Cc2ccccc2)ccc1O (stereo not given)	-3	-6	10	2	-12	0.0	1	-10	-9
Cc1[nH]c2ccccc2c1C(=O)C(=O)N(C)C1CCCCC1	-12	6	3	3	-7	1.1	-5	2	1
CCCC1Oc2ccccc2C(=O)N(CC(=O)c2ccc3c(c2)OCCO3)C1=O (stereo not given)	-10	-3	3	2	-17	4.3	4	-2	-8
CCc1noc(C)c1C(=O)OCC(=O)N(C)c1c(N)n(Cc2ccccc2)c(=O)[nH]c1=O	-3	-1	-4	1	-6	0.2	7	-2	7
COc1ccc(C2CC(=O)Oc3ccc(C(C)(C)C)cc32)cc1 (stereo not given)	-10	0	-4	0	-25	-0.2	-5	-6	-1
CCOC(=O)C(CCCOc1ccc(C(C)CC)cc1)C(=O)OCC (stereo not given)	-4	2	0	0	3	0.9	-16	-3	-13
CSc1ccc(/C=C/C(=O)OCC(=O)NC2CCCC2)cc1	.	-5	-22	15	.	4.1	5	0	-7
CCOc1cc(/C=C2\SC(N)=NC2=O)ccc1O	0	-1	5	1	-1	0.7	2	0	5
N#CCSc1nc2ccccc2c(=O)n1CCCC(=O)NCc1ccco1	0	10	-3	4	-5	2.1	-9	9	-5
Cc1ccc(S(=O)(=O)Nc2ccc(OCC(=O)N3CCOCC3)cc2)c(C)c1NS(C)(=O)=O	-4	10	-17	1	-1	0.2	-17	-2	-13
CCOC(=O)c1ccc(S(=O)(=O)N2CCC(C(=O)Nc3nnc(C)o3)CC2)cc1	.	5	9	1	.	0.0	-4	-1	11
N#CC1=C(N)OC2=C(C(=O)CCC2)C1c1ccccc1 (stereo not given)	-16	13	2	-1	-10	-0.5	-11	-3	21

Some of these compounds in order of molar mass, high to low:
SMILES	OXTR potentiate	CHRM1 PAM	M4 antag	CHRM4 agonist	CHO parental Ca	M1 ag parental	M1 antag	M1 ag	CHO-K1 Ca antag
CCc1noc(C)c1C(=O)OCC(=O)N(C)c1c(N)n(Cc2ccccc2)c(=O)[nH]c1=O	-3	-1	-4	1	-6	0.2	7	-2	7
CSc1ccc(/C=C/C(=O)OCC(=O)NC2CCCC2)cc1	.	-5	-22	15	.	4.1	5	0	-7
CCOc1cc(/C=C2\SC(N)=NC2=O)ccc1O	0	-1	5	1	-1	0.7	2	0	5

Screens from PubChem BioAssay.
